# From PubChem BioAssay
# Mito fusion yeast: qHTS Assay for Small Molecule Inhibitors of Mitochondrial Division or Activators of Mitochondrial Fusion. S. cerevisiae fusion-defective mutant growth rescue, CellTiterGlo 48 h. Potency, µM (series often up to 46.1 µM), inactives show at the top dose growth rescue (activation), actives largely listed as activators. 320,000 compounds, 0.23% hits;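 note: potency is the fitted concentration of half-maximal effect; % of control where 0% means no effect; nearly all actives have a fitted effect of over 45% in size; temperature-sensitive fusion mutants such as fzo1-1 at 37 °C on non-fermentable ethanol glycerol medium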
#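 Read-out: ATP-based luminescence (CellTiterGlo, 10 min ambient) reporting growth of fusion-defective ts yeast after 48 hours at 37C on glycerol/ethanol YPEG medium in the presence of compound.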
# KCNH2 WT inh: qHTS for Inhibitors of KCHN2 3.1: Wildtype qHTS; activity change, % at 1.84 µM; Voltage-gated inwardly rectifying potassium channel KCNH2 (Homo sapiens), Q12809; 340,000 compounds, 0.37% hits; AID 720551, 2013; U2OS, BacMam KCNH2, thallium flux FluxOr; stronger effect = lower value;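 active = maximum activity change below -70%; inconclusive = maximum activity change between -70% and -50%; inactive = maximum activity change above -50%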; note: % is set by controls: 0 for no effect and ±100 for the full control effect
#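 U2OS cells were transduced with wild-type KCNH2 virus (2.03 x 10^8 / mL) for 4 h at room temperature, then cultured overnight at 37 C. Thallium flux was read with FluxOr dye. Rate constants were normalized to DMSO controls.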
# MBNL1 CUG block: qHTS Assay for Inhibitors of MBNL1-poly(CUG) RNA binding. TR-FRET MBNL1-His/biotin-(CUG)12 binding, 665/545 ratio. Potency, µM (doses to about 57.5 µM), for the others: at the highest dose activity change, negative = inhibition, most hits filed as inhibitors. 280,000 compounds, 0.036% hits; active = well fitted inhibition curve with a large enough effect in the signal ratio, with a control signal flat, not every such curve was filed as active; inconclusive = small, poorly fitted or top-dose-only effect, or effect the other way, or a change in a side signal; inactive = no such curve, though single readings can be large or run the other way; the % refers to the signal ratio; note: potency is the fitted concentration of half-maximal effect; % is set by controls: 0 for no effect and ±100 for the full control effect
#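 Ratiometric TR-FRET (665 over 545 nm, excitation 340 nm) tracks disruption of MBNL1-His/biotin-(CUG)12 complex after 60 min at room temperature, with compounds at 92 nM to 58 uM final.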
# GALK inh: qHTS Assay for Inhibitors of Human Galactokinase (GALK) | Potency, µM (top dose mostly 57.5 µM), for the others: at the highest dose activity change, negative = inhibition, actives largely listed as inhibitors | 270,000 compounds, 0.007% hits | Purified GALK, Kinase-Glo residual ATP luminescence; note: potency is the fitted concentration of half-maximal effect; % is set by controls: 0 for no effect and ±100 for the full control effect
# Target sequence (P51570 whole entry, looked up): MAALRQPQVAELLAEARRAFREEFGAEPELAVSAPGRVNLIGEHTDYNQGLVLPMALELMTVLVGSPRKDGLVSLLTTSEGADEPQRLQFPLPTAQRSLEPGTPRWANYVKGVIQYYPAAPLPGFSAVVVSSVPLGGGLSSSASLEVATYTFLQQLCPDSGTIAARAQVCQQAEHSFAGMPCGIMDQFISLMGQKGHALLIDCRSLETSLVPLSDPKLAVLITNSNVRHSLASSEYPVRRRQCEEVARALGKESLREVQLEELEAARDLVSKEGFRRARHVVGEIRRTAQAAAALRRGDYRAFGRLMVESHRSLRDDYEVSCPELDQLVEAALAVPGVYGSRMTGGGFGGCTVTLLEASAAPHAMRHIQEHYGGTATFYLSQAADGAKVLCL
#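 Compounds were pin-transferred into ATP buffer (35 uM final), then GALK plus galactose (5 nM, 100 uM final) was added. After 1 h at room temperature, Kinase-Glo Plus was added and luminescence read after 10 min.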
# Chronic BCR inh: qHTS Assay to Find Inhibitors of Chronic Active B-Cell Receptor Signaling. ABC-DLBCL IkBa-CBG/CBR reporter, luminescence ratio, 4 h. Potency, µM (doses to about 46.1 µM), for inactives: at the highest dose ratio change, negative = lower green/red ratio, hits mostly inhibitors. 340,000 compounds, 0.05% hits; active = well fitted inhibition curve with a large enough effect in the signal ratio, with a control signal flat, not every such curve was filed as active; inconclusive = small, poorly fitted or top-dose-only effect, or effect the other way, or a change in a side signal; the % refers to the signal ratio;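 note: potency is the fitted concentration of half-maximal effect; plate controls were basal doxycycline-induced cells for no effect and cells given 10 µM MG132 for full effect; MG132 reads +100%, hits lower the ratio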
#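 Concentration-response series (up to 46 uM) were applied to TMD8 dual-reporter cells for 4 h at 37C with doxycycline. Green/red ratio, after filter-overlap correction, defined %Activity; red signal alone was normalised to basal cells and zero luminescence.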
# ASM inhibitor: Inhibitors of Secretory Acid Sphingomyelinase (S-ASM): qHTS; Sphingomyelin phosphodiesterase (Homo sapiens), P17405; placental ASM, HMU-PC fluorogenic substrate, 60 min; Potency, µM (titrated, usually from 57.5 µM), for the others: at the top dose activity change, negative = inhibition, most hits filed as inhibitors; 340,000 compounds, 0.006% hits; AID 504937, 2011; note: potency is the fitted concentration of half-maximal effect
#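 Fluorescence read-out (Ex 386 nm, Em 447 nm) after stopping the reaction at pH 10. Enzyme: ASM from human placenta; substrate HMU-PC0, 9 uM final; 60 min, 37 °C. Compound preincubation 10 min, ambient temperature.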
# USP2a block: qHTS Assay for Inhibitors of Ubiquitin-specific Protease USP2a Using CHOP2 as the Reporter. Ubiquitin carboxyl-terminal hydrolase 2 (Homo sapiens), O75604. USP2 core, Ub-CHOP2 coupled fluorogenic reporter, 485/531. Potency, µM (titrated, usually from 38.3 µM), for the others: at the top dose activity change, negative = inhibition, hits mostly inhibitors. 330,000 compounds, 0.01% hits. AID 463254, 2010;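 note: potency is the fitted concentration of half-maximal effect; plate controls were DMSO wells for no effect and full inhibition by NEM control for full effect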
#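 USP2 core (10nM final) preincubated 30min RT with compound in 20mM Tris-HCl pH 8.0, 2mM CaCl2, 2mM beta-mercaptoethanol, 0.05% CHAPS; 25nM Ub-CHOP2 plus 25nM reporter substrate added, fluorescence (Ex485/Em531) read after 60min.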
# TSHR antag: Antagonists of the Thyroid Stimulating Hormone Receptor: HTS campaign | activity change, negative = inhibition, % at 11.5 µM | 330,000 compounds, 0.2% hits | AID 504810, 2011 | TSHR-expressing cells, TSH-stimulated cAMP HTRF, 2 h; stronger effect = lower value;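 active = activity change below a set negative limit, meaning inhibition stronger than a set level, cut at about -70% in these data; inconclusive = activity change between two set negative limits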; note: % is set by controls: 0 for no effect and ±100 for the full control effect
#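 TSHR-expressing cells were treated with compounds, then stimulated with TSH at EC80 (4nM final) for 2 hours at 37 deg C. Cellular cAMP was measured by HTRF competition between lysate cAMP and cAMP-d2 for a cryptate-labelled anti-cAMP antibody.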
# Eya2 phos inh: qHTS Assay for Inhibitors of the Phosphatase Activity of Eya2; 330,000 compounds, 0.006% hits; Potency, µM (doses to about 76.9 µM), for the others: at the highest dose activity, negative = inhibition, most hits filed as inhibitors; recombinant Eya2, OMFP fluorescence dephosphorylation (OMFP is methylfluorescein phosphate); Protein phosphatase EYA2 (Homo sapiens), O00167; note: potency is the fitted concentration of half-maximal effect; % is set by controls: 0 for no effect and ±100 for the full control effect
#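 Eya2 (0.2 uM) preincubated 10 min at ambient with compound, then OMFP substrate added at 50 uM; 10 min reaction in 50 mM HEPES pH 7.5, 50 mM NaCl, 5 uM MgCl2, 0.05% BSA, 1 mM DTT. Fluorescence read at Ex 485/Em 525 nm.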
# PKM2 act: qHTS Assay for Activators of Human Muscle isoform 2 Pyruvate Kinase | Pyruvate kinase PKM (Homo sapiens), P14618 | purified PKM2, Kinase-Glo ATP luminescence, activation; response scale: 0% is enzyme alone, no compound | AID 1631, 2009 | Potency, µM (highest dose often 57.5 µM), for the others: at the highest dose activation, actives largely listed as activators | 260,000 compounds, 0.34% hits; note: potency is the fitted concentration of half-maximal effect; % is set by controls: 0 for no effect and ±100 for the full control effect; nearly all actives have a fitted effect of over 55% in size
#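 hPK-M2, >95% pure; 0.1 mM ADP / 0.5 mM PEP final; imidazole pH7.2 buffer w/ 7 mM MgCl2, 50 mM KCl; 1 h RT; Kinase-Glo lum. Intermediate enzyme activity for dual inhibitor/activator qHTS.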
# Menin-MLL TR inh: qHTS Assay for Inhibitors Targeting the Menin-MLL Interaction in MLL Related Leukemias: Competition With Texas Red Labeled MLL-derived Mutant Peptide; Menin + Texas Red MLL mutant peptide, fluorescence polarization; Potency, µM (top dose mostly 61.6 µM), inactives show at the top dose FP activity change, negative = inhibition, most hits filed as inhibitors; 270,000 compounds, 0.23% hits; AID 1768, 2009; active = well fitted inhibition curve with a large enough effect in the polarisation, with a control signal flat, not every such curve was filed as active; inconclusive = small, poorly fitted or top-dose-only effect, or effect the other way, or a change in a side signal; inactive = no such curve, though single readings can be large or run the other way; the % refers to the polarisation; note: potency is the fitted concentration of half-maximal effect; % of control where 0% means no effect; many of its hits are not listed in these tables
# Target sequence (O00255 whole entry, looked up): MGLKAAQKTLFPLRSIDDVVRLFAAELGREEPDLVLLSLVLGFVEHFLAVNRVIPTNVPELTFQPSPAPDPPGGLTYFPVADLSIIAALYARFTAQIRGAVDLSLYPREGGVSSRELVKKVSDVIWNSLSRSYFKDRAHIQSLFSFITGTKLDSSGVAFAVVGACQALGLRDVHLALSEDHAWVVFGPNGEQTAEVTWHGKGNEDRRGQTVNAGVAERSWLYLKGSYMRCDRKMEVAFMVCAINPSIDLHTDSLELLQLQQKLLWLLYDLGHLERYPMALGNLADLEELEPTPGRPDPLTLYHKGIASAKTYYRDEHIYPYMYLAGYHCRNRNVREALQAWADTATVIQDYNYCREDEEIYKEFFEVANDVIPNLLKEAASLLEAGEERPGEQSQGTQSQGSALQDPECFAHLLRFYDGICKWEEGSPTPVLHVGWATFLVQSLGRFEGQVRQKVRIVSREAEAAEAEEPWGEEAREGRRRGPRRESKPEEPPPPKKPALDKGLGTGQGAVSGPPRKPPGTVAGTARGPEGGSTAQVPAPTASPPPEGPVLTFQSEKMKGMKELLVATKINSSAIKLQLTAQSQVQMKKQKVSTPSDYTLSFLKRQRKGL
# Numbers without * were called inactive; ? = inconclusive; . = no result given. Unless noted, calls come from the whole dose curve; as a rule, active = well fitted curve in the direction sought with a large enough effect; inconclusive = small, poorly fitted or top-dose-only effect, or another doubt; inactive = no such curve, though single readings can be large; an effect the other way counts as inactive or inconclusive. Some of the compounds tested, so the mix of outcomes need not match the whole.
SMILES,Mito fusion yeast,KCNH2 WT inh,MBNL1 CUG block,GALK inh,Chronic BCR inh,ASM inhibitor,USP2a block,TSHR antag,Eya2 phos inh,PKM2 act,Menin-MLL TR inh
CN(C)/C=C(/C(=O)c1ccc(Cl)cc1)S(C)(=O)=O,-5.9%,1.6,-3.8%,1.2%,-0.8%,-0.6%,0.5%,-1.6,5.5%,0.2%,-4.0%
CC(NC(=O)COc1ccccc1F)C1CC2CCC1C2 (stereo not drawn),-13.4%,-3.4,-2.5%,0.1%,4.0%,-3.8%,2.0%,-5.9,-2.6%,.,-4.3%
Cc1ccc(Cn2cc(/C=N/Nc3ccc([N+](=O)[O-])cn3)c3ccccc32)cc1,-0.3%,-16.7,3.1%,-0.1%,5.9%,-7.4%,-0.5%,-14.3,-3.3%,4.2%,?
COc1cc(NC(=O)C23CC4CC(C2)CC(n2cnc([N+](=O)[O-])n2)(C4)C3)cc(OC)c1,1.2%,-2.7,?,1.2%,-1.4%,-0.2%,0.8%,1.7,9.1%,-0.8%,10.5%
CC(C)(C)C(=O)/C=c1\[nH]c(=O)/c(=C\c2ccccc2F)s1,-1.4%,-8.4,2.7%,-2.1%,13.5%,-5.3%,0.0%,-6.7,3.9%,2.5%,-12.5%
Cc1ccc(S(=O)(=O)N2CCOCC2)cc1NC(=O)CSc1ccccn1,-3.2%,-3.3,-6.0%,-3.0%,-11.0%,3.0%,3.1%,2.0,-7.6%,-6.0%,1.0%
O=C(CCS(=O)(=O)c1ccc(Br)cc1)Nc1ccccc1Cl,-3.7%,10.1,-2.6%,.,1.2%,4.3%,0.3%,-2.8,-2.2%,.,1.2%
c1ccc2c(COn3nnc4ccccc43)cccc2c1,10.6%,22.9,19.6%,3.9%,?,-1.1%,1.6%,-44.8,10.6%,9.5%,-1.9%
N#C/C(=C\c1ccccc1)C(=O)N1CCN(c2ccccc2F)CC1,?,-8.5,-4.0%,15.9%,11.4%,-1.9%,-1.2%,-0.7,9.2%,8.1%,?
COc1ccc(S(=O)(=O)N2CCC(C(=O)N3CCCCC3)CC2)cc1,-4.0%,-7.2,2.3%,9.6%,0.9%,0.5%,0.7%,8.4,-2.1%,-1.3%,-12.8%
COc1ccc(C=NCC2COc3ccccc3O2)cc1OC (stereo not drawn),-12.2%,-22.4,4.3%,2.0%,-6.1%,0.3%,4.8%,10.7,20.4%,4.2%,11.1%
CCc1ccc(NC(=O)C2CCN(S(=O)(=O)c3c(C)noc3/C=C/N(C)C)CC2)cc1,0.3%,-7.4,-3.3%,7.1%,6.6%,-4.1%,-3.1%,-0.7,-5.0%,.,.
COC(=O)CSC1=C(C#N)C(c2ccccc2OC)C(C(=O)OC)C(=O)N1 (stereo not drawn),-0.4%,1.2,-2.2%,9.9%,0.3%,0.6%,0.3%,-8.7,2.2%,-1.1%,-13.6%
Cc1c(C(=O)N2CCCCC2)sc(NC(=O)C(C)C)c1C#N,4.3%,-21.2,-7.8%,-0.2%,0.7%,1.6%,0.6%,-9.6,-9.2%,-1.3%,-0.6%
CNC(=O)C1C2C=CC3(O2)C1C(=O)N(C1CC1)C3C(=O)NCc1ccc(OC)cc1 (stereo not drawn),0.3%,3.5,1.6%,-8.4%,?,13.0%,0.1%,1.4,-0.5%,-8.4%,2.1%
O=C(NCc1ccccc1)Nc1cccn(Cc2ccc(F)cc2)c1=O,-7.6%,3.0,4.8%,.,-0.3%,-0.2%,1.6%,4.3,-2.9%,-10.2%,6.6%
COc1ccc(C(CC(=O)NCc2ccccc2)Sc2n[nH]c(-c3ccccc3)n2)cc1 (stereo not drawn),-13.1%,-3.2,-3.9%,-1.2%,0.2%,-1.7%,1.6%,4.6,-6.7%,-3.2%,16.5%
COc1ccc(CCNC(=O)C2CCCN(S(C)(=O)=O)C2)cc1OC (stereo not drawn),-1.1%,-2.5,-2.2%,-1.3%,8.1%,2.9%,2.7%,10.2,-26.9%,-16.4%,-11.9%
COc1ccc(Cl)cc1S(=O)(=O)N1CCCC(C(=O)NCCc2ccccc2)C1 (stereo not drawn),-0.9%,-8.7,-9.1%,-5.2%,-1.7%,-0.8%,1.0%,5.1,7.4%,-3.0%,.
COc1cccc(OCc2nnc(SCC(=O)NCc3ccco3)n2CCc2ccccc2)c1,-5.3%,-14.4,1.2%,1.9%,?,-2.5%,1.0%,4.0,-15.1%,3.5%,-14.9%
CCc1c(C)nc2ncnn2c1N1CCC(C(=O)NCc2cccs2)CC1,2.9%,-11.7,10.2%,7.0%,-2.4%,0.3%,1.9%,-7.1,-0.6%,-1.5%,-7.9%
Cc1ccc(C(=O)CSc2nnc(C)s2)cc1,2.8%,7.1,-12.2%,0.6%,2.0%,.,2.1%,6.1,-9.5%,0.2%,0.2%
Cn1c(SCC(=O)c2ccccc2)nnc1-c1ccccn1,-7.5%,0.6,-2.4%,-1.5%,?,-0.3%,0.0%,2.4,0.3%,-2.4%,.
CC(C)(C)NC(=O)CSc1nc(-c2ccccc2)c(-c2ccccc2)[nH]1,4.8%,7.2,-5.3%,2.0%,-3.5%,-3.6%,1.1%,2.0,-0.6%,-1.5%,.
CC(C)NC(=O)NC(=O)COC(=O)C1(C)CC1(Cl)Cl (stereo not drawn),-0.9%,-3.9,-2.3%,-1.1%,-3.0%,2.5%,-0.3%,-0.9,-5.5%,-3.8%,-5.5%
COc1ccc(/C=N/n2cnn(Cc3ccccc3Cl)c2=S)cc1,11.4%,17.3,?,5.2%,-13.3%,0.6%,-0.8%,-12.7,-20.1%,1.1%,-7.0%
CCC12CN3CC(CC)(CN(C1)C31C(=O)N(C)c3ccc(C)cc31)C2=O (stereo not drawn),1.9%,0.9,-7.9%,-1.1%,0.4%,2.3%,14.5%,-3.7,-2.2%,-2.1%,0.4%
COc1cc(/C=C2\SC(=S)N(N3CCOCC3)C2=O)cc(OC)c1OC,9.0%,2.5,-3.3%,-0.3%,-3.5%,-11.2%,1.6%,-6.2,20.8%,2.6%,16.4%
COc1ccc(C(=O)c2ccc(OC)c(OC)c2)cc1OC,3.7%,5.1,11.2%,-2.2%,0.7%,-1.2%,-1.5%,18.9,-5.8%,-0.2%,-11.4%
CCOc1ccc(NC(=O)CSc2nc3[nH]ncc3c(=O)n2-c2ccccc2OC)cc1,-5.1%,5.3,-15.9%,.,-12.0%,-0.8%,2.3%,-4.4,6.8%,-2.6%,4.8%
CC1CN(C(=O)C2CCCC2)C(C)CN1C(=O)C1CCCC1 (stereo not drawn),-5.2%,5.3,-1.4%,-0.3%,3.6%,3.9%,2.3%,10.6,12.8%,-3.6%,-0.8%
CC(=O)N1CCN(CC(=O)Nc2sccc2C#N)CC1,1.6%,-3.3,3.4%,3.8%,10.8%,5.4%,1.7%,5.7,-0.4%,-0.3%,2.6%
